# Screens from PubChem BioAssay.
# NTR1 agonist = agonists of NTR1, primary screen, imaging, U2OS cells, beta-arrestin-GFP, high content (AID 493036). activation, % at 20 µM. NTR1-U2OS beta-arrestin-GFP spot imaging, agonist mode. actives 0.17% (n = 330,000);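 active means activation at or above 40% of the spot to cytoplasm intensity ratio, with at least 20 cells analyzed; inconclusive means wells under 20 cells, flagged as cytotoxic or low count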;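 further: 0% = DMSO without peptide and 100% = 100 nM NTR1 peptide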
# Target sequence (P30989 whole entry, looked up): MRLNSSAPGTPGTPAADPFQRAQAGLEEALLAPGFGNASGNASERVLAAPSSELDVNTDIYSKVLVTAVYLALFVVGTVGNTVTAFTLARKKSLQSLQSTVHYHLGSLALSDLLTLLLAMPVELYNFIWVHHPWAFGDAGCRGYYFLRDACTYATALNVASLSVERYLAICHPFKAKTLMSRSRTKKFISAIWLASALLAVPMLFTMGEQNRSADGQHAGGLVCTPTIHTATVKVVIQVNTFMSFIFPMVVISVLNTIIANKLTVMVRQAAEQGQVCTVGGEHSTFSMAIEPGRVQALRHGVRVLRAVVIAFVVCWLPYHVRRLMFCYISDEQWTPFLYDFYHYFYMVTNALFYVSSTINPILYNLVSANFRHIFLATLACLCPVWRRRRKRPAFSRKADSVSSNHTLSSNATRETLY
# Myeloid diff 2 = induction of myeloid progenitor differentiation, primary screen, cell-based, flow cytometry, MLPCN library | ER-HoxA9 myeloid progenitors, lysozyme-GFP differentiation | calls only at 10 µM | AID 624256, 2012 | actives 1% (n = 360,000);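 active means normalized GFP-positive differentiation at or above the plate's own cutoff, the solvent-only control mean plus 3 SD; inconclusive means no clear call, values can overlap the other calls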;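 further: cells exposed to compound for four days before flow analysis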
# NOD1 inhibition = NOD1 signaling inhibitors, primary screen, cell-based, luminescence, uHTS (AID 1578) | NOD1-driven NF-kB luciferase reporter cells, luminescence; higher % means a stronger effect | actives 1% (n = 290,000) | inhibition, % at 4 µM, or EC50 in µM where a hit was titrated; in the data active means inhibition mostly above about 36%, no sharp cut-off; inactive means mostly below about 34%;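 further: HEK-293T reporter cells stimulated with the NOD1 agonist gamma-tri-DAP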
# KOR beta-arrestin-1 = KOR antagonists, beta-arrestin recruitment, cell-based, luminescence, uHTS (AID 1778); KOR beta-arrestin recruitment, luminescence, antagonist mode; higher % means a stronger effect; actives 0.091% (n = 290,000); inhibition, % at 10 µM; hits with a dose series show IC50 in µM; further: strong numbers were not always called active
# KOR beta-arrestin-2 = KOR agonists, beta-arrestin recruitment, primary screen, cell-based, luminescence, uHTS (AID 1777); KOR beta-arrestin recruitment, luminescence; higher % means a stronger effect; one-dose activation, % at 10 µM; EC50 in µM for titrated hits; actives 0.02% (n = 280,000); in the data active means activation above about 50%, passing the limit was not always enough; further: a part of the inactive calls stands beside numbers as strong as those of hits
# T cell modulator = modulators of CD8 T cell-vesicle binding, primary screen, mouse 2C CD8+ T cells, flow cytometry. 2C CD8+ T cell-vesicle binding; stronger effect = lower value. calls only at 7 µM. actives 0.068% (n = 330,000);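 active means response, share of CD8 T cells binding vesicles, and their 90th percentile fluorescence all below set limits, cut at about 80% in these data, passing the limit was not always enough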
#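 System: murine 2C transgenic CD8+ T lymphocytes; also added: QL9-loaded Drosophila micro-vesicles; times: binding 1.5 h at 37 °C; measured by: flow cytometry, PE anti-B7-1 (FL2) versus Alexa647 anti-CD8 (FL8), PFA-fixed; control set: Peptide-free naked vesicles (low) and QL9 vesicles with 0.7% DMSO vehicle (high)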
# NOD2 inhibition = NOD2 signaling inhibitors, cell-based, luminescence, uHTS, HEK293 (AID 1566); one-dose inhibition, % at 4 µM; EC50 in µM for titrated hits; HEK293 NOD2/NF-kB luciferase reporter, luminescence; higher % means a stronger effect; actives 0.63% (n = 290,000); further: many of its hits are not listed in these tables
# GPR55 LPI antagonism = GPR55 antagonists blocking LPI-driven arrestin recruitment, primary screen, imaging, U2OS, beta-arrestin-GFP, LPI agonist (AID 2013); G-protein coupled receptor 55 (Homo sapiens); U2OS GPR55 beta-arrestin-GFP translocation imaging, LPI antagonism; higher % means a stronger effect; inhibition, % at 10 µM, or IC50 in µM where a hit was titrated; actives 0.13% (n = 290,000);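 active means spots per cell inhibited over 60%, with over 100 cells counted and total cytoplasm intensity under 500,000; inconclusive means wells with under 100 cells, flagged as likely toxic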;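 further: U2OS cells stably carrying GPR55 and arrestin-GFP stimulated by 5 µM LPI near EC80; imaged beta-arrestin-GFP aggregate spots per cell after agonist stimulation; plate controls were LPI-stimulated DMSO wells for no effect and DMSO wells without LPI for full effect; some results filed as inactive read as strong as hits; confirmed hits need IC50 under 10 µM and bright autofluorescent wells are also inconclusive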
# GPR55 activation = GPR55 agonists via beta-arrestin recruitment, primary screen, imaging, U2OS cells, beta-arrestin-GFP redistribution (AID 1961); U2OS GPR55 beta-arrestin-GFP redistribution imaging; higher % means a stronger effect; activation, % at 10 µM; hits with a dose series show EC50 in µM; actives 0.048% (n = 290,000);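 active means activation above 40% with more than 50 cells counted in the well; inconclusive means wells holding fewer than 50 cells, flagged as toxic or sparse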;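 further: U2OS osteosarcoma cells stably expressing GPR55 and beta-arrestin-GFP; plate controls were DMSO negative control for no effect and LPI positive control for full effect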
# T cell modulator vesicle-bound % = further read-out of T cell modulator, marked with its call; double positive events, %; measured here: CD8+ vesicle-bound cell fraction;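 binding gate set so that unloaded-vesicle control wells show 10% double positive cells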
# NTR1 agonist cell count 20 µM = also measured in NTR1 agonist; calls as there; cell count; measured here: cell count, cytotoxicity flag
# Myeloid diff 2 GFP+ MAC1+ % = also measured in Myeloid diff 2; calls as there; GFP+ MAC1+ double positive, %; measured here: differentiation confirmed by MAC1 staining
# Starred values were filed as active, the others as inactive; i = inactive; ? = inconclusive; · = not tested or not shown; + = active, no number; [ ] = dose if it differs, or a comment. Unless noted, no stated cut-off is given here; in the data, active means inhibition above about 50%; inactive means the rest.
SMILES,NTR1 agonist,NTR1 agonist cell count 20 µM,Myeloid diff 2,Myeloid diff 2 GFP+ MAC1+ %,NOD1 inhibition,KOR beta-arrestin-1,KOR beta-arrestin-2,T cell modulator,T cell modulator vesicle-bound %,NOD2 inhibition,GPR55 LPI antagonism,GPR55 activation
N#CC1=C(SCC(=O)NC2CC2)NC(=O)C(C#N)C12CCCCC2 (stereo unspecified),-0.9,44,i,0.9,16%,14%,-1.7%,i,15,-2%,-10%,1.1%
Cc1ccc(C)c(N2CCN(C(=O)C(Cc3ccccc3)n3cccc3)CC2)c1 (stereo unspecified),3.2,46,i,3.0,17%,33%,10µM*,i,11,9%,18%,-0.2%
CCCc1nnc(NC(=O)C(=O)NCCN(CC)CC)s1,·,·,i,0.2,-16%,4%,5.4%,·,·,-14%,13%,0.2%
Cc1ccc(C)c(NC(=S)NC(NC(=O)/C=C/c2ccccc2)C(Cl)(Cl)Cl)c1 (stereo unspecified),0.8,90,i,1.2,·,13%,13%,i,15,-95%,1%,0.2%
CC(=O)Nc1ccc(S(=O)(=O)Nc2nc3ccccc3nc2-n2ccc(=NC(=O)c3ccccc3)cc2)cc1,2.4,43,i,0.4,0%,-1%,9.1%,i,61,21%,-8%,-0.2%
Cn1cc(C(=O)NCCN2CCN(c3cccc(Cl)c3)CC2)c2c3ccccc3n(C)c2c1=O,37,59,i,0.8,1%,14%,1.3%,i,40,1%,-4%,0.3%
Cc1cccc(C(=O)Nc2ccc(C(=O)N/N=C/c3cccc(C)n3)cc2)c1,-0.1,53,i,1.0,-35%,1%,3.3%,i,44,-8%,-2%,-0.2%
COC(=O)c1ccc(C(C2C(=O)CC(C)(C)CC2=O)C2C(=O)CC(C)(C)CC2=O)cc1,-1.1,70,i,0.9,8%,-12%,10%,i,17,9%,-2%,0.0%
CCS(=O)(=O)NCC(c1cccnc1)N1CCN(c2ccccc2OC)CC1 (stereo unspecified),2.6,53,i,1.2,-18%,7%,-3.1%,i,29,-4%,13%,-0.1%
O=C(Nc1cccc(F)c1)OC(CN1CCCCC1)C(F)(F)F (stereo unspecified),-0.9,60,i,0.5,2%,-21%,-1.8%,i,15,10%,-6%,0.0%
NS(=O)(=O)c1cccc(NC(=O)CSc2nc3ccc(Cl)cc3[nH]2)c1,0.5,55,i,0.7,-31%,-56%,3.9%,i,51,1%,4%,0.0%
Cc1nn2c(C)nc3sc4c(c3c2nc1=O)CC(C)(C)OC4,-1.5,58,i,1.8,-5%,-4%,1.7%,i,13,0%,20%,0.1%
Cc1oc(-c2ccc(Cl)cc2)nc1CN1CCC(C(=O)NCc2cccnc2)CC1,-0.2,67,i,0.3,-5%,-23%,4.6%,i,31,6%,-6%,0.0%
CC(=O)c1cccc(NC(=S)NC(=O)c2ccc(C)cc2Cl)c1,-0.2,64,i,0.3,-44%,-6%,-2.2%,i,57,-23%,7%,0.0%
Cc1cc(=O)[nH]c(SCC(=O)Nc2nc(-c3ccccc3)cs2)n1,-1.1,70,i,1.2,20%,23%,-3.7%,i,15,5%,1%,-0.1%
O=C(Nc1ncccc1O)c1ccc(OCC2CCCO2)cc1 (stereo unspecified),1.0,71,i,0.5,-22%,20%,-6.7%,i,18,-20%,32%,-0.1%
Cc1cc(N2CCC(C)CC2)nc(NCc2ccccc2)n1,12,78,i,0.2,-20%,-46%,1.0%,i,47,4%,4%,0.1%
Cc1ccc2cc(/C=C/C(=O)c3ccco3)c(Cl)nc2c1,28,40,i,0.6,26%,15%,-1.1%,i,17,-137%,5%,0.6%
Cc1cc(OCCN2CC(C)OC(C)C2)ccc1[N+](=O)[O-] (stereo unspecified),0.8,80,i,1.1,3%,-8%,1.9%,·,·,2%,13%,-0.1%
CCOC(=O)CC1=NS(=O)(=O)c2ccccc2N1,-1.6,51,i,1.9,-3%,3%,·,i,39,10%,2%,-0.2%
CCC(=O)N1CCN(c2ccc(NC(=O)c3ccc([N+](=O)[O-])o3)cc2Cl)CC1,·,·,?,·,-25%,-23%,2.9%,·,·,1%,9%,5.2%
CCCC(C(=O)Nc1ccncc1)c1ccccc1 (stereo unspecified),0.8,81,i,0.4,-20%,-22%,-2.5%,i,67,11%,-5%,-0.2%
O=C(NCc1ccccn1)C(=O)NCC(c1ccco1)N1CCOCC1 (stereo unspecified),1.2,49,i,0.2,-21%,12%,-4.6%,i,47,17%,5%,-0.3%
CCN1CCCC1CNS(=O)(=O)c1ccc(F)c(Cl)c1 (stereo unspecified),1.3,71,i,0.2,-10%,-12%,1.6%,i,18,2%,-5%,-0.2%
CCN(CC)c1ccc(C(=O)Nn2cnc3ccccc3c2=O)cc1,-2.3,92,·,·,-10%,-5%,-0.6%,i,52,11%,9%,-0.2%
# The listing continues:
SMILES,NTR1 agonist,NTR1 agonist cell count 20 µM,Myeloid diff 2,Myeloid diff 2 GFP+ MAC1+ %,NOD1 inhibition,KOR beta-arrestin-1,KOR beta-arrestin-2,T cell modulator,T cell modulator vesicle-bound %,NOD2 inhibition,GPR55 LPI antagonism,GPR55 activation
COc1ccc(CN(C)CC(=O)NC(=O)NCc2ccccc2)c(OC)c1,-0.1,56,i,0.3,-22%,24%,2.6%,i,50,2%,9%,-0.3%
COc1ccc(NC(=O)N(Cc2cc3ccc(OC)cc3[nH]c2=O)CC2CCCO2)cc1 (stereo unspecified),2.0,62,i,0.9,-14%,-71%[20 µM],-0.4%,i,49,-6%,-1%,-0.1%
CN1CCN(c2ccccc2NC(=O)c2cc3ccccc3o2)CC1,-0.1,56,+,29*,3%,-30%,2.3%,i,55,-35%,-7%,-0.2%
Cc1ccccc1OC1=NS(=O)(=O)c2ccccc21,0.2,56,i,0.1,-22%,7%[20 µM],6.9%,i,56,13%,0%,-0.1%
CCc1ccc(OCC(O)CN2CCN(CCO)CC2)cc1 (stereo unspecified),1.9,48,i,0.5,9%,-23%,1.0%,i,33,3%,6%,-0.1%
Cc1sc(NC(=O)CN(C(=O)c2ccccc2F)C2CCCC2)c(C(N)=O)c1C,0.2,58,i,1.7,14%,-1%,-1.7%,i,52,7%,8%,-0.2%
COc1cccc(NC(=O)N2CCCC(C(=O)NCc3ccc(F)cc3)C2)c1 (stereo unspecified),-0.1,83,i,1.0,-14%,-12%,-8.8%,i,42,16%,10%,-0.3%
CCOC(=O)C1=C(O)C(=O)N(Cc2ccc(C(C)(C)C)cc2)CC1,3.4,68,i,0.1,13%,-3%,1.1%,i,53,-25%,3%,-0.3%
N=C1C(c2nc3ccccc3[nH]2)=C(O)CN1c1ccc(CC(=O)O)cc1,-0.8,79,i,2.1,3%,·,0.8%,i,52,0%,-1%,-0.1%
CCN(c1ccc(OC)cc1)S(=O)(=O)N1CCCC(C(=O)NCc2cccc(C)c2)C1 (stereo unspecified),-1.0,103,i,1.2,16%,3%[20 µM],-6.0%,i,12,13%,-2%,-0.1%
CCOc1c(C#N)c(C#N)c2nc(C)cc(C)n12,0.6,74,i,0.4,-3%,2%,11%,i,42,11%,7%,0.3%
CCCCc1nc2cc(C(=O)N3CCNC(=O)C3)ccc2o1,1.6,66,i,11,-22%,-10%,0.5%,i,29,6%,54%,0.2%
N#Cc1ccc(COC(=O)c2cnc3ccccc3n2)cc1,-1.6,49,i,5.0,-30%,-41%,0.9%,i,37,4%,1%,-0.1%
O=C(NCCCN1CCCCC1)c1ccc2c(=O)n(CCc3ccccc3)c(=O)[nH]c2c1,-0.9,96,i,0.8,4%,-15%,1.2%,i,20,0%,24%,-0.2%
O=C(Cn1cccc1)N1CCN(c2ccc(F)cc2)CC1,1.1,51,i,3.7,2%,-16%,-3.2%,i,28,13%,-4%,-0.1%
COC(=O)/C=C/c1oc2ccccc2c1C,0.0,31,i,0.7,-40%,12%,-2.5%,i,61,10%,8%,-0.3%
Cc1ccccc1C(=O)NC1CCN(C(=O)N2CCOCC2)CC1,-0.5,57,i,0.7,-8%,26%,-7.0%,i,17,5%,20%,-0.5%
CS(=O)(=O)N(CC(=O)N1CCN(Cc2ccccc2)CC1)c1ccc(F)cc1,0.5,61,i,0.6,-35%,15%,-0.4%,i,53,-5%,0%,-0.1%
COCCn1c(-c2ccc(OC)cc2)nc2oc3cc(OC)ccc3c(=O)c2c1=O,0.1,70,i,1.0,6%,-21%,1.3%,i,34,6%,-5%,-0.2%
O=c1[nH]c2ccc(NC(=S)Nc3ccccc3)cc2[nH]1,-0.5,35,i,0.3,-22%,-11%,-6.4%,i,52,10%,-1%,0.7%
CCOC(=O)c1c(NC(=O)c2ccoc2C)sc(C)c1C,6.7,53,i,1.0,-13%,3%,0.4%,i,49,0%,5%,0.2%
COc1cc(C(=O)NC(c2ccccc2)c2ccccc2)cc(OC)c1OC,1.0,68,i,1.2,-34%,-32%[20 µM],-0.8%,i,53,3%,-2%,-0.4%
O=C(CSc1cccc[n+]1[O-])Nc1cccc(S(=O)(=O)NC2=NCCCCC2)c1,-1.3,50,i,0.0,-16%,8%,-6.9%,i,10,13%,9%,0.0%
COc1ccc(Cc2noc(-c3ccc(OC)c(OC)c3)n2)cc1OC,3.0,44,i,5.1,-10%,1%,-0.3%,i,31,14%,-6%,-0.3%
Cc1cc(C(=O)NCc2cccs2)cs1,-3.2,71,i,7.4,-27%,17%,-1.9%,i,18,0%,-1%,-0.2%

# Of the compounds above, 2 have a nitro group on carbon:
SMILES,NTR1 agonist,NTR1 agonist cell count 20 µM,Myeloid diff 2,Myeloid diff 2 GFP+ MAC1+ %,NOD1 inhibition,KOR beta-arrestin-1,KOR beta-arrestin-2,T cell modulator,T cell modulator vesicle-bound %,NOD2 inhibition,GPR55 LPI antagonism,GPR55 activation
Cc1cc(OCCN2CC(C)OC(C)C2)ccc1[N+](=O)[O-] (stereo unspecified),0.8,80,i,1.1,3%,-8%,1.9%,·,·,2%,13%,-0.1%
CCC(=O)N1CCN(c2ccc(NC(=O)c3ccc([N+](=O)[O-])o3)cc2Cl)CC1,·,·,?,·,-25%,-23%,2.9%,·,·,1%,9%,5.2%

# This is a subset; rates above refer to the full screens.
